RGS12 GoLoco inh – blocks human Gai1 binding to RGS12 GoLoco peptide, red readout; P63096; Potency, µM (highest dose often 61.6 µM), for the others: top-dose activity, negative = inhibition, usual class: inhibitors; Gai1:RGS12 GoLoco peptide FP, rhodamine, 10 min; 230,000 tested, 0.44% active; active = well fitted inhibition curve with a large enough effect, not every such curve was filed as active; inactive = no such curve, though single readings can be large or run the other way; also: % is scaled to controls: 0 for no effect and ±100 for the full control effect; nearly all actives have a fitted effect of over 30% in size; many of its hits are not listed in these tables
Target sequence (P63096 whole entry, looked up): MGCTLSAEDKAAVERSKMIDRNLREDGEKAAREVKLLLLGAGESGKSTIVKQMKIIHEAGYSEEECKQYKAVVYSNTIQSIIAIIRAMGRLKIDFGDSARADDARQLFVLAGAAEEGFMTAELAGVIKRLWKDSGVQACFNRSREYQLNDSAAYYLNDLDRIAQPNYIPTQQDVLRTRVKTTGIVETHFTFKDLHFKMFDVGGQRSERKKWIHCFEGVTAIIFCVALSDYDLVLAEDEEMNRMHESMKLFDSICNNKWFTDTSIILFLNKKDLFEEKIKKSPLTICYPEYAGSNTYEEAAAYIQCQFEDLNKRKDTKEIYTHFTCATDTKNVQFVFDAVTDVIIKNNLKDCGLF
HTT ATP protect – protects HTT-Q103 PC12 cells, measured by ATP; 230,000 tested, 0.14% active; Potency, µM (top dose mostly 56.4 µM), without a hit: cytoprotection (ATP increase), usual class: activators; PC12 HTT-Q103 induced, cytoprotection, ATP luminescence, 40 h;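 also: % of control where 0% means no effect; nearly all actives have a fitted effect of over 45% in size; toxic huntingtin expression switched on by the ecdysone agonist tebufenozide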
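Rat PC12, Q103 Htt exon1-GFP fusion, ecdysone promoter; tebufenozide inducer 100 nM final; compound titration; qHTS, 1500 cells/well; ATPlite luminescent read.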
GAA glycogen mod – GAA glycogen-cleavage inhibition or activation. recombinant GAA, glycogen substrate, Amplex Red glucose oxidase fluorescence. P10253. 300,000 tested, 0.38% active. Potency, µM (doses to about 76.4 µM), without a hit: at the highest dose activity change, negative = inhibition, most hits filed as inhibitors;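 also: 0% = full enzyme reaction and -100% = no-enzyme basal signal; the screen sought inhibitors and activators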
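Recombinant human enzyme (4 nM); glycogen substrate; 37 C, 40 min, pH 5.0. Readout: coupled glucose oxidase/Amplex Red fluorescence.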
IMPase Li cell – IMPase inhibition in cells with lithium potentiation | CHO-M1 cells, IP1 TR-FRET (IP-One), carbachol + lithium | Potency, µM (doses to about 59.4 µM), without a hit: at the highest dose activity, negative = IMPase inhibition, actives largely listed as inhibitors | 210,000 tested, 0.35% active;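 also: IP1 builds up when IMPase is blocked and the TR-FRET signal falls; plate controls were basal vehicle for no effect and high inhibitor control for full effect; nearly all actives have a fitted effect of over 50% in size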
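CHO-M1, 2000 cells/well, 16–30 h culture; cpd + low Li+, 30 min 37C; lysis with d2-IP1/Eu-anti-IP1 Ab, 10 min RT; TR-FRET 665/620 ratio and 620 channel; AC50 via Hill.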
GAA inh – inhibitors of human lysosomal alpha-glucosidase. P10253. purified human GAA, 4-MU-alpha-glucoside fluorescence. Potency, µM (highest dose often 76.9 µM), for the others: at the top dose activity change, negative = inhibition, actives largely listed as inhibitors. 200,000 tested, 0.005% active;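 also: plate controls were uninhibited enzyme wells for no effect and no-enzyme background for full effect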
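qHTS format, compound range up to 77 uM. Human lysosomal enzyme at 4 nM, 400 uM 4-MU glucoside substrate, pH 5.0, 20 min room temperature; fluorescence after alkaline stop gives activity normalized to controls.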
HTT aggregate – reduces HttQ103-GFP aggregates in PC12 cells; PC12 HttQ103-GFP aggregates, Acumen cytometry, 40 h; Potency, µM (top dose mostly 46.1 µM), for inactives: at the highest dose activity change, negative = inhibition, usual class: inhibitors; 220,000 tested, 1.1% active; AID 1688; also: % is scaled to controls: 0 for no effect and ±100 for the full control effect; nearly all actives have a fitted effect of over 60% in size
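Read-out: GFP aggregate count by laser scanning cytometer (488 nm excitation, 500-530 nm emission, 1–25 µm objects >6 SD above background). Cells: PC12, inducible HTTex1-Q103-GFP, 100 nM tebufenozide; compounds titrated.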
aGlu spleen mod – lysosomal alpha-glucosidase (human) modulation; human spleen homogenate, 4-MU-alpha-glucoside fluorescence; Potency, µM (highest dose often 79.9 µM), inactives show at the top dose activity change, negative = inhibition, hits mostly inhibitors; 240,000 tested, 0.006% active; AID 2112;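 also: 0% = enzyme with vehicle and -100% = no enzyme basal signal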
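AC50 values come from Hill-equation fits of concentration-response data, normalized to no-enzyme and full-activity controls. Enzyme source: 1 ug human spleen homogenate; 1 mM fluorogenic 4-MU glucoside, pH 5.0 citrate buffer, 37 C, 40 min.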
The depositor's hits bear a star; u = inconclusive; x = not tested or not shown; [ ] = remark or other dose. Unless noted, calls follow the shape of the dose curve; as a rule, active = well fitted curve in the direction sought with a large enough effect; inconclusive = small, poorly fitted or top-dose-only effect, or another doubt; inactive = no such curve, though single readings can be large; an effect the other way counts as inactive or inconclusive. Potency is read from the fitted curve at half-maximal effect.

SMILES	RGS12 GoLoco inh	HTT ATP protect	GAA glycogen mod	IMPase Li cell	GAA inh	HTT aggregate	aGlu spleen mod
O=C1NC2(CCCCC2)C(=O)N1c1ccccc1	10%	-7%	-2%	14%[38.3 µM]	-3%	-5%	-11%
Nc1c(C(=O)Nc2ccccc2)c2nc3ccccc3nc2n1-c1ccc(O)cc1	27%	-5%[10 µM]	6%	x	x	4%[9.22 µM]	1%
Cc1ccc(Nc2cc(=O)oc3ccccc23)c(C)c1	-1%	-54%[inhibitor]	2%	0%[38.3 µM]	2%	-11%	1%
C[N+]1(CC(=O)OCCCc2ccccc2)CCCCC1	-1%	-14%[10 µM]	4%	11%	9%	-10%[9.22 µM]	-8%
CCOc1ccccc1N1CSC2=C(C#N)C(c3c(OC)ccc4ccccc34)CC(=O)N2C1 (configuration not stated)	-12%	-21%	-14%	15%[38.3 µM]	-5%[15.4 µM]	-8%	2%
COc1ccc(NC(=O)CC2SC(=NCc3ccccc3OC)NC2=O)cc1 (configuration not stated)	-3%	-13%	3%	-10%[38.3 µM]	-2%	7%[9.22 µM]	-4%
COCc1nnc(NS(=O)(=O)c2ccc(C)cc2)s1	4%	10%	-7%	15%[38.3 µM]	-8%	14%	-9%
CC1CCN(c2nc(CN3CCCCC3)nc3scc(-c4ccccc4)c23)CC1	5%	u	-2%	13%	1%	12%	11%
CCOC(=O)c1cc2c(ccn2C)n1Cc1ccccc1C	4%	15%[10 µM]	-2%	12%	7%	-9%	-8%
CCN(CCNS(=O)(=O)c1ccc2c(c1)oc(=O)n2C)c1ccccc1	16%	-7%	18%	-1%[38.3 µM]	-12%	14%	2%
Cc1noc(C)c1COC(=O)c1cccnc1Cl	-4%	-22%	8%	0%	6%	18%	4%
Cn1c(SCC(=O)Nc2cccc(C(=O)O)c2)nnc1-c1cc2cc(Br)ccc2o1	18%	10%[10 µM]	9%	-2%	13%	3%[9.22 µM]	-1%
Cc1nnc(C)c2c(C)n(N)c(C)c12	1%	-2%[10 µM]	13%	x	x	0%[9.22 µM]	10%
Cc1coc(C)c1C(=O)CC1(O)C(=O)N(Cc2ccccc2)c2ccccc21 (configuration not stated)	-1%	0%	6%	9%[38.3 µM]	-8%	-3%	-10%
CCCOc1ccc(S(=O)(=O)N2CCOCC2)cc1[N+](=O)[O-]	5%	-28%	5%	1%	3%	-10%	-2%
COc1ccc(N2CCN(Cc3nc4sc(C)c(C)c4c(=O)[nH]3)CC2)cc1	9%	11%[10 µM]	-17%	7%	1%	5%	9%
Cc1ccc(-n2ncc3c(NCc4ccccc4)ncnc32)cc1	x	-11%[0.074 µM]	10%	x	9%	-2%	2%
Cc1ccc2[nH]c(O)c(N=NC(N)=S)c2c1	-2%	-9%[10 µM]	-12%	x	x	-4%[9.22 µM]	-5%
CC(O)(c1ccccc1)C(c1ccccc1)C1CCCCN1 (configuration not stated)	8%	-5%[10 µM]	7%	x	x	-17%[9.22 µM]	-6%
CC(C)OC(=O)/C(C#N)=C/c1cn(Cc2ccccc2)c2ccccc12	2%	0%[10 µM]	-7%	10%	-5%	-12%	-4%
COc1ccc(-n2c(SCC(=O)Nc3ccc(C(=O)O)cc3)nnc2-c2cccs2)cc1	12%	-7%[10 µM]	-8%	1%	-12%	8%	-18%
O=C1c2ccccc2C(=O)N1CCSc1nncs1	3%	6%[10 µM]	14%	3%[38.3 µM]	-8%	15%	-3%
N/C(CS(=O)(=O)c1ccccn1)=N\OC(=O)c1ccccc1Cl	4%	11%[10 µM]	-1%	x	x	-5%[9.22 µM]	-6%
CCCCNC(=O)CCSc1nc2nc(C)cc(C)n2n1	14%	-12%	2%	1%[38.3 µM]	-3%	13%	-10%
Cc1ccc(NC(=O)/C(C#N)=C/c2cc(C)n(-c3ccc(N4CCOCC4)c([N+](=O)[O-])c3)c2C)c(C)c1	8%	-48%[inhibitor]	1%	-1%[38.3 µM]	-10%	-10%	0%
Cc1ccccc1NC(=O)NCCCN1CCN(C2CCCCC2)CC1	-1%	2%	3%	14%[38.3 µM]	-4%	-13%	-5%
COC(=O)COc1cccc2c(=O)n(CC(=O)N3CCC(C)CC3)ccc12	2%	4%[10 µM]	-1%	x	x	15%[9.22 µM]	-4%
CCN=c1sc(C(=O)OC)cc(=O)n1CC	5%	1%	2%	25%[38.3 µM]	8%	0%	-5%
Cc1ccc(NC(=O)C2CCN(S(=O)(=O)c3cccs3)CC2)cc1C	2%	3%[10 µM]	-4%	1%[38.3 µM]	u	-22%	-18%
CC1CCCCN1CC(=O)Nc1cc(S(=O)(=O)N2CCOCC2)ccc1N1CCCC1 (configuration not stated)	18%	-7%	2%	13%	0%	-4%	-5%
CCOC(=O)C1CCN(c2c(NCCCN(CC)Cc3ccccc3)c(=O)c2=O)CC1	6%	-3%	5%	-1%[38.3 µM]	-8%	2%	-1%
CC(C)=C[C@H]1[C@@H](COC(=O)c2ccccc2Cl)C1(C)C	-8%[14.2 µM]	3%[10 µM]	x	-4%	x	x	x
COc1ccc(-n2c(NC(=O)c3ccc(Br)o3)c(C#N)c3nc4ccccc4nc32)cc1	-1%	-65%[inhibitor]	1%	-27%[38.3 µM]	-11%	-21%	5%
COc1ccc(NC(=O)CCN2CCCC(C)C2)cc1 (configuration not stated)	8%	-9%[10 µM]	-5%	10%	-2%	4%	-4%
COc1ccc(CC(=O)OCC(=O)NCc2ccccc2Cl)cc1	3%	3%	3%	1%	-4%	18%	2%
COCCn1c(=O)[nH]c(=O)c2c1nc(-c1ccc(-c3ccc(Cl)cc3[N+](=O)[O-])o1)n2Cc1ccccc1	9%	u	2%	11%	-5%	u	-8%
CC(=O)c1sc(N/N=C\c2ccc(C)cc2)nc1C	7%	x	1%	6%	-1%	-13%	-14%
O=C(N/N=C\C=C\c1ccc2c(c1)OCO2)c1cccnc1	12%	-12%[10 µM]	-2%	-1%	1%	-4%	8%
O=C(O)CCCC(=O)Nc1ccccc1Br	-6%	-6%	-4%	26%[38.3 µM]	1%	-3%	-3%
CCOc1ccccc1NC(=O)CSc1ccc2nnc(-c3cccnc3)n2n1	13%	x	-2%	0%	-8%	17%	0%
Cc1cc(C)n(C(=O)/C(C#N)=N/Nc2cc(Cl)cc(Cl)c2)n1	-1%	-161%[inhibitor]	-10%	4%	u	13µM*	x
Cc1ccccc1S(=O)(=O)c1c(C)cc(-c2ccccc2)[nH]c1=O	5%	3%	6%	-19%[38.3 µM]	13%	1%	-1%
O=C1CC(N2CCN(C/C=C/c3ccccc3)CC2)C(=O)N1Cc1ccc(N2CCCC2=O)cc1 (configuration not stated)	3%	-3%	16%	9%[38.3 µM]	-2%	0%	1%
Clc1ccc(CNC23CN4CN(CN(C4)C2)C3)c(Cl)c1	10%	21%[10 µM]	-12%	-5%	4%	9%	10%
O=C(C1CCC(N2C(=O)C3CC=CCC3C2=O)CC1)N1CCCCC1 (configuration not stated)	-5%	-9%[10 µM]	5%	24%[38.3 µM]	1%	-15%	-8%
CC(C)C[C@H](NC(=O)c1nc[nH]c1C(=O)N1CCc2ccccc2C1)C(=O)OC(C)(C)C	6%	12%[10 µM]	-20%	x	x	-19%[9.22 µM]	3%
CC1CCCCN1CCNC(=O)C1CCN(S(=O)(=O)N2CCCCC2)CC1 (configuration not stated)	6%	-5%[0.074 µM]	-4%	4%[38.3 µM]	6%	-1%	-6%
COc1cc2c3cc1Oc1cc(ccc1O)C[C@@H]1c4c(cc(OC)c(O)c4Oc4ccc(cc4)C[C@H]3[N+](C)(C)CC2)CC[N+]1(C)C	7%[14.2 µM]	u	x	-4%	x	x	x
Cc1ccc2nc(-c3ccc(N)cc3)sc2c1S(=O)(=O)O	-2%	-181%[inhibitor]	x	u	x	x	u
CC(C)n1cc(/C=C2/NC(=O)NC2=O)c2ccccc21	5%	18%	7%	15%	-2%	11%	-1%
Cc1ccc(S(=O)(=O)N2CCCOC2CNC(=O)C(=O)NCCCn2ccnc2)cc1 (configuration not stated)	-17%	41%[10 µM]	-5%	-5%	8%	-1%	5%
Cc1ccccc1OCC(=O)NCCc1nc2ccccc2[nH]1	5%	x	1%	-1%	1%	17%	4%
CC1CCc2cc(F)ccc2N1C(=O)CSc1nnc2c3cc(F)ccc3n(C)c2n1 (configuration not stated)	3%	0%[10 µM]	17%	6%	0%	7%	-9%
CCOC(=O)c1cnc2c(C)c(Cl)ccc2c1N1CCOCC1	4%	-18%	9%	14%[38.3 µM]	-1%[15.4 µM]	10%	-3%
COc1ccccc1/C=C(/C(=O)OCC(=O)Nc1ccc(N(C)C)cc1)c1ccccc1	-17%	-14%[10 µM]	-4%	9%	0%	24%	6%
O=[N+]([O-])c1ccc(/C=[N+](\[O-])CCO)o1	8%	27%[10 µM]	8%	x	-6%	10%[9.22 µM]	1%
CCOC(=O)c1c(C(C)(C)C)oc2ccc(O)cc12	2%	12%	-26%	3%[38.3 µM]	4%	u	-10%
CCOC(=O)N1CCC(NC(=O)CN2C(=O)CSc3ncccc32)CC1	1%	-15%	-5%	18%[38.3 µM]	0%	-5%	-6%
O=C(NCc1ccco1)C1CCCN(S(=O)(=O)c2cccc3cccnc23)C1 (configuration not stated)	-1%	3%	8%	12%[38.3 µM]	0%[15.4 µM]	14%	3%
Cc1ccc(/C=N/NC(=O)Cc2cccs2)o1	-30%	13%[10 µM]	1%	-3%	11%	-15%	0%

Next section, starting with the last three of the part before.
SMILES	RGS12 GoLoco inh	HTT ATP protect	GAA glycogen mod	IMPase Li cell	GAA inh	HTT aggregate	aGlu spleen mod
CCOC(=O)N1CCC(NC(=O)CN2C(=O)CSc3ncccc32)CC1	1%	-15%	-5%	18%[38.3 µM]	0%	-5%	-6%
O=C(NCc1ccco1)C1CCCN(S(=O)(=O)c2cccc3cccnc23)C1 (configuration not stated)	-1%	3%	8%	12%[38.3 µM]	0%[15.4 µM]	14%	3%
Cc1ccc(/C=N/NC(=O)Cc2cccs2)o1	-30%	13%[10 µM]	1%	-3%	11%	-15%	0%
O=C(c1ccccc1)N1CCCCCC1	9%	x	4%	-4%	-3%	25%	4%
CC1CCCN(S(=O)(=O)c2ccc(S(=O)(=O)N3CCCN(Cc4ccccc4)C3)cc2)C1 (configuration not stated)	-6%	-18%	7%	-5%[38.3 µM]	-1%	1%	-4%
O=C(O)Cn1c(SCCOc2ccccc2F)nc2ccccc21	8%	-11%[0.074 µM]	2%	20%[38.3 µM]	-3%	-18%	1%
COc1cccc2sc(N(CCCN(C)C)C(=O)COc3ccc(Cl)cc3)nc12	1%	u	-7%	2%	-9%	5%	0%

These rows are one share of the data. The share of hits here may be higher or lower than overall.
